TrxR1 substrate – substrates of rat thioredoxin reductase 1. O89049. purified TrxR1 substrate turnover, NADPH consumption readout. Potency, µM (highest dose often 114 µM), for the others: top-dose activity change, negative = substrate turnover. hit rate 0.01% among 390,000; note: potency is the fitted concentration of half-maximal effect; % is set by controls: 0 for no effect and ±100 for the full control effect; nearly all actives have a fitted effect of over 50% in size
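Rat TrxR1, dispensed at 90 nM, was prereduced with 400 uM NADPH (final) for 5 min at ~22 deg C, then incubated with compound 15 min before 400 uM selenite. A first-read NADPH fluorescence drop versus no-compound background flagged substrates.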
IDH1 R132H inh – human IDH1 R132H inhibition. IDH1-R132H enzyme, NADPH consumption, diaphorase/resazurin fluorescence. Potency, µM (titrated, usually from 76.6 µM), without a hit: at the top dose activity change, negative = inhibition, hits mostly inhibitors. hit rate 0.093% among 390,000. AID 602179; note: potency is the fitted concentration of half-maximal effect; % is set by controls: 0 for no effect and ±100 for the full control effect; nearly all actives have a fitted effect of over 65% in size
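IDH1-R132H (0.5 ug/mL dispensed) in pH 7.5 Tris buffer was preincubated 30 min with compound, then given a substrate mix of 0.016 mM NADPH and 2 mM alpha-KG for 80 min at room temperature; remaining NADPH was read by diaphorase/resazurin fluorescence.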
TRHR enhancer – allosteric enhancers of human TRH receptor. enhancement, % at 2 µM. TRHR cells, fluo-8 calcium fluorescence, EC20 TRH enhancement. hit rate 0.66% among 360,000. P34981. AID 493056; in the data active = enhancement above about 30%; note: 0% is about no effect
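Enhancer read-out: after compound pinning and an initial kinetic agonist-mode read, an EC20 of TRH (10 nM final) was injected and fluo-8 calcium signal (Ex 480/Em 530) followed at 1 s/cycle for 100 cycles in TRHR-expressing cells.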
PI4K2A block – inhibitors of human PI4K2A; purified PI4K2A, ADP-Glo luminescence, 1 h; hits give low values; Q9BTU6; activity change, negative = inhibition, % at 76.9 µM; hit rate 0.13% among 420,000; in the data active = activity change below about -50%; inconclusive = mostly about -30% to -49%;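 note: -100% = wells without enzyme as full effect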
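ADP-Glo luminescence measured ADP generated by PI4K2A enzyme (4 ug/mL before mixing) with 1.2 mM PI substrate (pre-mix) and 300 microM ATP (pre-mix). Tris pH7.5 buffer with MgCl2, Triton X-100; 1 h reaction at ambient temperature.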
D2 agonist – D2 dopamine receptor (human) agonism. P14416. HEK293 T-REx D2 cells, calcium flux agonist mode. activation, % at 2 µM. hit rate 0.53% among 340,000;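 active = activation over 3 SD above normal in the single-dose calcium agonist read, cut at about 30% in these data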; note: 0% is about no effect
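Tetracycline-induced HEK293 Trex cells with D2 receptor force-coupled to calcium signaling, plated overnight at 30 C and loaded with no-wash calcium dye. Calcium flux read kinetically for 180 s after compound addition; responses flag agonists.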
D2 antag – D2 dopamine receptor (human) antagonism | P14416 | AID 485344 | inhibition, % at 10 µM | HEK293 TREx D2 cells, calcium flux, dopamine EC80 | hit rate 2% among 340,000; in the data active = inhibition above about 30%; note: 0% is about no effect
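Cells plated overnight at 30 C with tetracycline; no-wash calcium dye, 30–90 min RT; 10 s baseline; compound pinned; 180 s read; EC80 dopamine added; another 180 s read.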
rTrxR1 inhibitor – blocks rat thioredoxin reductase 1 | recombinant rTrxR1, NADPH fluorescence consumption, selenite substrate | Potency, µM (top dose mostly 114 µM), for inactives: at the top dose activity change, negative = inhibition, most hits filed as inhibitors | hit rate 1% among 390,000 | AID 588453; note: potency is the fitted concentration of half-maximal effect; % is set by controls: 0 for no effect and ±100 for the full control effect; nearly all actives have a fitted effect of over 65% in size
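Rat TrxR1 (90 nM in the dispensed reagent) was pre-reduced with 400 uM NADPH for 5 min at room temperature, then incubated with compound for 15 min. After 400 uM selenite was added, NADPH fluorescence (Ex 340/Em 450 nm) was followed for 8 min.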
TRHR ag – agonists of human TRH receptor; TRHR cells, calcium flux fluo-8, FDSS agonist mode; activation, % at 2 µM; hit rate 0.18% among 360,000; AID 493084; in the data active = activation above about 30%; note: 0% is about no effect
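In this calcium-flux screen, cells bearing human TRHR are dye-loaded with fluo-8, baselined for 10 cycles, then exposed to library compounds; positive kinetic calcium responses during the agonist phase mark hits, with TRH as control.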
USP1 inh – blocks the human USP1/UAF1 deubiquitinase complex; O94782; recombinant USP1/UAF1, Ub-Rhodamine cleavage fluorescence; Potency, µM (series often up to 57.1 µM), inactives show top-dose activity change, negative = inhibition, usual class: inhibitors; hit rate 0.23% among 390,000; note: potency is the fitted concentration of half-maximal effect; % is set by controls: 0 for no effect and ±100 for the full control effect; nearly all actives have a fitted effect of over 60% in size; inactives centre near -12
Target sequence (O94782 whole entry, looked up): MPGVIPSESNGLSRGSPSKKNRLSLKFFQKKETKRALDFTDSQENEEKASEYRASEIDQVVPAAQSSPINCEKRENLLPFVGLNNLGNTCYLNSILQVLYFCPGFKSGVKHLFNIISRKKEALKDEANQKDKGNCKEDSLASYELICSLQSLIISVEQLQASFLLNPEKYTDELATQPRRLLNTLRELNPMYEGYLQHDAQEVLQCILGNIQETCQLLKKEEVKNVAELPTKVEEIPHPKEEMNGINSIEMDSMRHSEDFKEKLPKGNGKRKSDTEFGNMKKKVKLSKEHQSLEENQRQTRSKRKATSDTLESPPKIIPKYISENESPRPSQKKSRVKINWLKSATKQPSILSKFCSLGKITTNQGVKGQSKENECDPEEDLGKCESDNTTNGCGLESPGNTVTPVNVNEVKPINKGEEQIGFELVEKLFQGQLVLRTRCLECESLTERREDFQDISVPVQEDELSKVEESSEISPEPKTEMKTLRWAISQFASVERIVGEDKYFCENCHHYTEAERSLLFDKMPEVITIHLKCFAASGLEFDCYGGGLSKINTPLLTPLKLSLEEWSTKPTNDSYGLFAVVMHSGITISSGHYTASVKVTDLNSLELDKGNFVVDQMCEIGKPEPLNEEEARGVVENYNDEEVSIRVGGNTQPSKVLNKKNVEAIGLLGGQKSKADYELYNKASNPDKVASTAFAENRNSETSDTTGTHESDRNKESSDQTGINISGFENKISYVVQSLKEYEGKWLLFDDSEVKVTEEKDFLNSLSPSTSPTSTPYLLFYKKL
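1 nM enzyme complex + cpd, 15 min RT; start with Ub-Rho 150nM final; kinetic fluorescence ex 480/em 540, 6 reads q60 s. Buffer 50mM HEPES pH 7.8, 0.5mM EDTA, 0.1 mg/ml BSA, 1mM TCEP, 0.01% Tween-20.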
Active calls of the source: *; ? = inconclusive; . = not tested or not shown; [ ] = dose if it differs, or a comment. Unless noted, calls come from the whole dose curve; as a rule, active = well fitted inhibition curve with a large enough effect; inconclusive = small, poorly fitted or top-dose-only effect; inactive = no such curve, though single readings can be large or run the other way.

canonical_smiles | TrxR1 substrate | IDH1 R132H inh | TRHR enhancer | PI4K2A block | D2 agonist | D2 antag | rTrxR1 inhibitor | TRHR ag | USP1 inh
CC1(C(=O)N/N=C/c2c(F)c(F)c(F)c(F)c2F)CC1(Cl)Cl (stereo unspecified) | -5% | -2% | . | -2 | . | . | 6% | . | -18%
C=CCc1ccc(OCCCCN2CC(C)CC(C)C2)c(OC)c1 (stereo unspecified) | 4% | 5% | 10 | -9 | -0.3 | 39* | 8% | -1.4 | -13%
O=S(=O)(Nc1ccc(-n2cnnn2)cc1)c1cccc(Cl)c1 | 5% | -11% | -5 | -4 | 0.3 | 9 | 15% | 0.1 | -21%
CS(=O)(=O)Nc1ccc(C(=O)NCC2CCCO2)cc1 (stereo unspecified) | -4% | 5% | -4 | -5 | 0.2 | -11 | 16%[57.1 µM] | 0.2 | -13%
COc1ccc(OC)c(C(=O)N(C)C2CCCN(Cc3ccccc3F)C2)c1 (stereo unspecified) | 2% | -3% | -2 | 0 | -0.1 | 2 | 15% | -0.4 | -4%
O=S(=O)(Nc1cccc2[nH]ncc12)c1cccs1 | 5%[57.1 µM] | 17% | -2 | 0 | 0.9 | 14 | 16%[57.1 µM] | 0.2 | -7%
O=C(NCc1ccccc1)C(=O)Nc1nc(C23CC4CC(CC(C4)C2)C3)cs1 | -1% | 6% | -3 | 0 | 0.0 | 32* | 7% | 0.3 | -5%
CN(c1cccc(NC(=O)c2ccc(Cl)c(S(=O)(=O)N3CCOCC3)c2)c1)S(C)(=O)=O | -3% | -2% | 5 | 7 | -0.4 | -2 | 4% | -0.6 | 2%
O=C(NCc1ccc2c(c1)OCO2)c1cc(-c2ccccc2)on1 | 10% | 1% | -6 | -4 | 0.0 | -6 | 24% | -0.1 | -22%
COc1cc(OC)cc(C(=O)N2CCN(C(=O)Cc3ccccc3)CC2)c1 | 4%[57.1 µM] | 24% | -7 | -7 | 0.9 | 3 | -1%[57.1 µM] | -0.2 | -4%
COc1cc(Nc2nc3ccccc3nc2NS(=O)(=O)c2ccc([N+](=O)[O-])cc2)cc(OC)c1OC | -3% | -5% | 5 | 3 | -0.4 | -6 | -11% | 0.3 | -13%
CN(C)S(=O)(=O)c1ccc2c(c1)N(CC(=O)N1CCN(c3cccc(Cl)c3)CC1)CCS2 | -2%[57.1 µM] | -1% | 8 | -3 | -0.2 | . | 19%[57.1 µM] | 0.4 | -26%
O=c1[nH]c(SCc2n[nH]c(=S)n2-c2ccccc2)nc2ccccc12 | 10%[57.1 µM] | -2% | 3 | -6 | 0.2 | -9 | -17%[57.1 µM] | 0.4 | 3%
CN(C)CCN(C(=O)CCS(=O)(=O)c1ccccc1)c1nc2c(F)cccc2s1 | -8% | -17% | 24 | -4 | 0.5 | -2 | 25µM* | 1.5 | -14%
COc1ccccc1Oc1ccc2c(c1)C(=O)N(CC(=O)O)C2=O | -12% | -6% | 3 | 3 | 0.4 | -16 | -12%[57.1 µM] | 0.7 | 1%
Cc1ccc(-n2nc3c(N4CCC(C(=O)NC(C)C)CC4)nnc(C)c3c2C)cc1 | 4% | 9% | 4 | -2 | -1.3 | . | 3% | -0.9 | -17%
CC(=O)c1ccc(OCCCC(=O)Nc2ccc(S(=O)(=O)N3CCOCC3)cc2)cc1 | -8% | 7% | -3 | 1 | -0.5 | -7 | -3% | 0.5 | -14%
CC1(C)CC(=O)C/C(=N/NC(=O)CCCOc2ccc(Cl)cc2Cl)C1 | 13% | 7% | -2 | -2 | -0.1 | 4 | -33% | 0.0 | -19%
N[C@@]12CCc3nonc3[C@]1(O)CC(c1ccccc1)=[N+]2[O-] | 7%[57.1 µM] | -5% | 3 | 4 | 0.5 | -26 | 6%[57.1 µM] | 0.4 | -8%
COc1ccccc1C(=O)NNC(=O)C(=O)NC1CCCCC1 | 3%[57.1 µM] | 3% | 7 | 3 | 0.0 | -8 | 1%[57.1 µM] | 0.6 | -15%
O=C(NCC(c1cccnc1)N1CCc2ccccc21)c1ccc(Cl)cc1 (stereo unspecified) | 10%[11.4 µM] | 2% | 4 | 1 | -0.8 | . | 2% | 0.0 | -21%
COc1ccc(C2CC(c3cccc(OC)c3OC)n3nnnc3N2)cc1 (stereo unspecified) | 5% | 2% | -9 | -2 | 0.5 | 2 | 10% | -1.2 | -14%
O=C(CCn1c(=S)oc2ccccc21)NCCC1=CCCCC1 | 5% | 0% | -10 | -4 | -0.2 | -21 | 17% | -0.4 | -21%
O=C(c1ccco1)n1nc(-c2cccnc2)nc1NCc1ccco1 | -4%[57.1 µM] | -1% | -6 | 5 | -0.3 | 4 | 17%[57.1 µM] | -0.9 | -13%
CN(C)c1ccc(/C=C(/NC(=O)c2ccccc2)C(=O)N2CCCC2)cc1 | -17% | 2% | -2 | 5 | 1.2 | 4 | 27%[57.1 µM] | 3.6 | -22%
CC(C)(C)[C@@H]1COC(=O)[C@H](Cc2ccc(F)cc2)C/C=C\C[C@H](CC(=O)N(CCO)Cc2ccccc2)C(=O)N1 | 4% | 5% | . | -3 | . | . | 7% | . | -21%
CC(C)C1CC(CCNCc2ccc3c(c2)OCO3)(c2ccccc2)CCO1 (stereo unspecified) | 6% | -2% | 10 | 2 | 0.9 | -9 | 12% | 1.2 | -17%
CCC(=O)N/N=c1/sc2ccccc2n1C | 1%[57.1 µM] | 10% | -1 | -1 | 0.3 | 15 | 35%[57.1 µM] | 3.1 | -7%
CSc1ccccc1C(=O)NCc1ccc2c(c1)OCO2 | -3% | 10% | -3 | 4 | -0.5 | 3 | 12% | -2.4 | -1%
COc1cc(/C=C2\C(=O)N(c3ccc(NC(C)=O)cc3)N=C2c2ccccc2)ccc1O | -8% | -15% | 5 | -16 | -0.9 | -3 | ? | 0.2 | -11%
COc1ccc(COCC(O)CN2CCN(S(=O)(=O)c3ccc(C(C)C)cc3)CC2)cc1 (stereo unspecified) | 6% | 3% | -1 | 3 | 0.7 | -23 | 14% | 0.8 | -20%
CC(=O)N(Cc1cccnc1)c1nc2cc(C)cc(C)c2s1 | 2%[57.1 µM] | 17% | -3 | 0 | -0.3 | . | 7%[57.1 µM] | -0.1 | -15%
Cc1ccc2oc(C(=O)Nc3nc(-c4ccc(F)cc4)ns3)c(C)c2c1 | 2% | 2% | 0 | 1 | 0.0 | . | 26% | 1.5 | 6%
CCC(C(=O)NCc1ccccc1Cl)n1c(=O)c2cccn2c2ccccc21 (stereo unspecified) | -6% | -4% | -8 | -2 | 0.7 | . | 8% | -0.7 | -25%
CCOc1cc(Br)ccc1S(=O)(=O)N1CCC(C(N)=O)CC1 | -11% | -1% | -2 | 1 | 0.2 | -3 | -12% | -0.3 | -10%
c1ccc(CN2c3ccccc3-c3nc4ccccc4n3C2c2ccccn2)cc1 (stereo unspecified) | -6% | 3% | -3 | 6 | 0.4 | 0 | -7% | 0.2 | -22%
O=C(CCl)NC(=O)NC12CC3CC(CC(C3)C1)C2 | 8% | -5% | -4 | 7 | 2.4 | 0 | 14µM* | 1.3 | -12%
CCCC(=O)n1nc(-c2cccnc2)nc1NCc1cccs1 | 9%[57.1 µM] | 2% | 3 | 0 | -1.0 | -7 | 4%[57.1 µM] | -0.6 | -7%
O=C(OCC(=O)N1CCc2ccccc21)[C@@H]1CC(O)CN1S(=O)(=O)c1ccc(Cl)cc1 (stereo partly specified) | 3% | 5% | . | -2 | . | . | 13% | . | -17%
CCCC12CN3CC(C)(CN(C1)C3c1cccs1)C2=O (stereo unspecified) | 6%[57.1 µM] | -3% | 1 | 0 | 0.7 | 3 | 11%[57.1 µM] | -0.2 | -3%
C/C(=N\NC(=O)C(=O)Nc1cccc(C(F)(F)F)c1)c1ccc(Cl)s1 | 4% | 1% | 4 | 3 | 0.1 | -1 | 21% | 0.1 | -15%
O=C(Cc1ccc2c(c1)OCCO2)Nc1ccc(Cl)c(S(=O)(=O)N2CCOCC2)c1 | -7% | 3% | 8 | 1 | 0.4 | -9 | 32% | 0.6 | -21%
COc1ccc(CNC(=O)CN2C(=O)c3ccccc3S2(=O)=O)cc1 | 10% | 1% | . | -1 | . | . | -3% | . | -1%
Cc1[nH]n(-c2ccccc2)c(=O)c1N=Nc1ccc(F)cc1 | 0% | 3% | -8 | 2 | -2.2 | -13 | 6% | 0.1 | -23%
Cc1ccc(NC(=O)COC(=O)Cc2cccs2)cc1S(=O)(=O)N1CCOCC1 | 4% | 2% | -2 | 0 | 0.2 | -22 | 1% | -0.8 | -11%
CCOC(=O)c1sc(NC(=O)c2c(C)nn(Cc3ccccc3)c2C)cc1C | 3% | 4% | -4 | 4 | 0.7 | -15 | 3% | 0.0 | -23%
CCC(=O)N(Cc1ccc2c(c1)OCO2)Cc1cc2cc(OC)ccc2[nH]c1=O | 7% | 3% | -4 | 1 | -0.7 | 6 | -2% | -1.4 | -4%

Grouped by structure: the compounds so far with a furan ring, fused or not
canonical_smiles | TrxR1 substrate | IDH1 R132H inh | TRHR enhancer | PI4K2A block | D2 agonist | D2 antag | rTrxR1 inhibitor | TRHR ag | USP1 inh
O=C(c1ccco1)n1nc(-c2cccnc2)nc1NCc1ccco1 | -4%[57.1 µM] | -1% | -6 | 5 | -0.3 | 4 | 17%[57.1 µM] | -0.9 | -13%
Cc1ccc2oc(C(=O)Nc3nc(-c4ccc(F)cc4)ns3)c(C)c2c1 | 2% | 2% | 0 | 1 | 0.0 | . | 26% | 1.5 | 6%

Reprinted at random: 2 records from the list
canonical_smiles | TrxR1 substrate | IDH1 R132H inh | TRHR enhancer | PI4K2A block | D2 agonist | D2 antag | rTrxR1 inhibitor | TRHR ag | USP1 inh
O=C(Cc1ccc2c(c1)OCCO2)Nc1ccc(Cl)c(S(=O)(=O)N2CCOCC2)c1 | -7% | 3% | 8 | 1 | 0.4 | -9 | 32% | 0.6 | -21%
CCOC(=O)c1sc(NC(=O)c2c(C)nn(Cc3ccccc3)c2C)cc1C | 3% | 4% | -4 | 4 | 0.7 | -15 | 3% | 0.0 | -23%

Compound activity: PubChem, National Center for Advancing Translational Sciences (NCATS)
